Bfl-1 displacement: Bfl-1 inhibitors, primary screen, biochemical, fluorescence polarization, FITC-Bid, mouse (AID 432); FITC-Bid BH3 peptide fluorescence polarization displacement; higher % means a stronger effect; displacement, % at 20 µM; hits with a dose series show IC50 in µM; actives 0.02% (n = 64,000); in the data active = a potency from the dose series; inactive = the rest, 99 in 100 with displacement below about 15%; also: strong numbers were not always called active
LYP phosphatase: inhibition of human PTPN22 tyrosine phosphatase – biochemical, DiFMUP fluorescence, recombinant catalytic domain, 10 µM, primary screen (AID 606); 52,000 tested, under 10 active; inhibition, % at 10 µM, or IC50 in µM where a hit was titrated; recombinant LYP catalytic domain, DiFMUP fluorescence; higher % means a stronger effect;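 active = IC50 under 40 µM in the dose-response test; inactive = IC50 of 40 µM or more, or never dose-tested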
Spn DPM-DC inh: S. pneumoniae DPM-DC inhibition; purified DPM-DC, PK/LDH coupled NADH fluorescence; calls only at 10 µM; actives 0.49% (n = 65,000);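 active = the 320 compounds with the highest percent inhibition in the single-dose primary screen, excluding strongly autofluorescent ones, cut at about 32% in these data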;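 also: kinetic rate of NADH fluorescence loss reporting ADP formed by the decarboxylase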
Alkaline phosphatase: inhibition of tissue-nonspecific alkaline phosphatase – biochemical, luminescent (AID 518); purified TNAP enzyme, luminescent substrate readout; higher % means a stronger effect; actives 0.09% (n = 64,000); one-dose inhibition, % at 20 µM; IC50 in µM for titrated hits; in the data active = a potency from the dose series; inactive = the rest, 99 in 100 with inhibition below about 22%;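 also: plate controls were vehicle for no effect and reference inhibitor for full effect; many of its hits are not listed in these tables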
HPDE-C7K KRASV12: viability loss of HPDE-C7K cells – cell-based, fluorescence, HTS, primary screen (AID 431) | HPDE-C7K KRASV12 cells, Alamar Blue viability, 48 h; higher % means a stronger effect | cytotoxicity, % at 10 µM, or EC50 in µM where a hit was titrated | actives 1.7% (n = 63,000);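 active = compounds whose percent cytotoxicity in the single-dose primary screen, scaled between solvent and toxic-drug controls, exceeds 50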;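 also: 0% = DMSO solvent wells and 100% = doxorubicin-treated wells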
Spn PMK inh: S. pneumoniae PMK inhibition; purified PMK, PK/LDH-coupled NADH absorbance 340 nm; inhibition, % at 10 µM; actives 0.49% (n = 65,000); AID 539;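 active = top-ranked compounds by inhibition in the single 10 µM screen, taking a fixed number of the strongest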;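 also: 0% = full reaction with DMSO carrier and 100% = background rate without enzyme reaction; no value below 0 was filed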
Spn MK inh: inhibitors of Streptococcus pneumoniae mevalonate kinase | inhibition, % at 10 µM | purified MK, PK/LDH-coupled NADH absorbance 340 nm | actives 0.48% (n = 65,000) | AID 555;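 active = ranked among the strongest by inhibition in the single 10 µM screen, a fixed top-ranked set picked for dose follow-up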; also: no value below 0 was filed
HT1080 viability: HT1080 cell viability loss – fluorescence readout (AID 620); HT1080 viability, fluorescence; higher % means a stronger effect; one-dose cytotoxicity, % at 10 µM; EC50 in µM for titrated hits; actives 0.42% (n = 87,000);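 also: cells exposed to compound overnight then 4 h with Alamar Blue; 0% = vehicle DMSO and 100% = killing control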
HPDE-C7 viability: HPDE-C7 pancreatic duct cell viability loss – fluorescence, HTS (AID 430) | HPDE-C7 pancreatic duct cells viability, fluorescence; higher % means a stronger effect | actives 1.8% (n = 63,000) | cytotoxicity, % at 10 µM; hits with a dose series show EC50 in µM;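 also: cells exposed to compound for 48 hours before viability readout; 0% = vehicle and 100% = reference cytotoxic drug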
Spn PMK inh pilot replicates: further read-out of Spn PMK inh, marked with its call; inhibition, %; measured here: pilot screen replicates
Spn MK inh pilot replicates: further read-out of Spn MK inh, marked with its call; inhibition, %; measured here: pilot screen replicates
Spn DPM-DC inh pilot screen %: recorded beside Spn DPM-DC inh, whose call it bears; inhibition, %; measured here: pilot screen trials
Active calls of the source: *; i = inactive; / = no result given; + = active, no number. Rule as the data show it, unless noted: active = cytotoxicity above about 50%; inactive = the rest.

SMILES	Bfl-1 displacement	LYP phosphatase	Spn DPM-DC inh	Alkaline phosphatase	HPDE-C7K KRASV12	Spn PMK inh	Spn MK inh	HT1080 viability	HPDE-C7 viability	others
Cc1cc(CNC(=O)Cc2c(F)cccc2Cl)nn1C	1.5%	-2.0%	i	-5.9%	-20.5%	9.0	2.0	3.8%	-12.7%
COC(=O)c1ccccc1OC(=O)c1ccc(Br)o1	-6.5%	-3.0%	i	10.4%	-11.9%	2.0	7.0	2.7%	7.5%
CCOc1ccccc1NC(=O)C1CCCN(S(=O)(=O)c2cccc3cccnc23)C1 (stereo not drawn)	-2.5%	-6.0%	i	9.8%	26.1%	13.0	10.0	/	15.4%	Spn PMK inh pilot replicates=6.0;Spn MK inh pilot replicates=2.5;Spn DPM-DC inh pilot screen %=7.0
COC(=O)CCc1c(C)c(C(=O)c2ccco2)c2ccccn12	-0.9%	-2.2%	i	15.8%	-1.1%	14.0	0.0	-2.4%	-5.1%
O=C(CN1C(=O)c2ccccc2S1(=O)=O)N1CCN(c2cccc(Cl)c2)CC1	/	-8.7%	i	/	/	0.0	1.0	-9.4%	/
NC(=O)C1CCN(CCC(=O)Nc2ccc(Br)cc2)CC1	0.5%	10.4%	i	9.5%	16.7%	3.0	12.0	-11.5%	2.2%
COc1ccc(Cl)cc1CSc1n[nH]c(C)n1	-6.3%	-6.8%	i	-2.7%	15.0%	10.0	7.0	22.5%	17.1%
CCOc1ccc(N(CC(=O)NCc2ccco2)S(=O)(=O)c2ccc(OC)c(OC)c2)cc1	-2.4%	-2.8%	i	9.6%	4.5%	2.0	2.0	-6.1%	2.8%	Spn PMK inh pilot replicates=0.0;Spn MK inh pilot replicates=0.0;Spn DPM-DC inh pilot screen %=0.0
Cc1c(C(=O)NCc2ccc3c(c2)OCO3)sc2nc(-c3ccccc3)cn12	6.8%	-11.5%	+	6.7%	4.1%	9.0	12.0	-8.6%	-10.6%
Cc1noc(C)c1CSc1nnc(-c2ccncc2)n1-c1cccc(Cl)c1C	-9.2%	-3.7%	i	4.7%	-13.5%	25.0*	0.0	2.3%	-12.1%	Spn PMK inh pilot replicates=+;Spn MK inh pilot replicates=2.0;Spn DPM-DC inh pilot screen %=0.0
COCCn1c(N)c(C(=O)Nc2sc3c(c2C(=O)OC)CCCC3)c2nc3ccccc3nc21	1.8%	-8.6%	i	3.3%	28.9%	10.0	0.0	-3.4%	23.2%	Spn PMK inh pilot replicates=1.5;Spn MK inh pilot replicates=0.0;Spn DPM-DC inh pilot screen %=1.5
O=C(NCc1csc(-c2ccccc2)n1)c1ccco1	-0.4%	3.2%	i	11.4%	0.2%	12.0	0.0	-1.4%	-1.5%

Six consecutive entries out of the list so far, quoted:
SMILES	Bfl-1 displacement	LYP phosphatase	Spn DPM-DC inh	Alkaline phosphatase	HPDE-C7K KRASV12	Spn PMK inh	Spn MK inh	HT1080 viability	HPDE-C7 viability	others
Cc1cc(CNC(=O)Cc2c(F)cccc2Cl)nn1C	1.5%	-2.0%	i	-5.9%	-20.5%	9.0	2.0	3.8%	-12.7%
COC(=O)c1ccccc1OC(=O)c1ccc(Br)o1	-6.5%	-3.0%	i	10.4%	-11.9%	2.0	7.0	2.7%	7.5%
CCOc1ccccc1NC(=O)C1CCCN(S(=O)(=O)c2cccc3cccnc23)C1 (stereo not drawn)	-2.5%	-6.0%	i	9.8%	26.1%	13.0	10.0	/	15.4%	Spn PMK inh pilot replicates=6.0;Spn MK inh pilot replicates=2.5;Spn DPM-DC inh pilot screen %=7.0
COC(=O)CCc1c(C)c(C(=O)c2ccco2)c2ccccn12	-0.9%	-2.2%	i	15.8%	-1.1%	14.0	0.0	-2.4%	-5.1%
O=C(CN1C(=O)c2ccccc2S1(=O)=O)N1CCN(c2cccc(Cl)c2)CC1	/	-8.7%	i	/	/	0.0	1.0	-9.4%	/
NC(=O)C1CCN(CCC(=O)Nc2ccc(Br)cc2)CC1	0.5%	10.4%	i	9.5%	16.7%	3.0	12.0	-11.5%	2.2%

(continued)
SMILES	Bfl-1 displacement	LYP phosphatase	Spn DPM-DC inh	Alkaline phosphatase	HPDE-C7K KRASV12	Spn PMK inh	Spn MK inh	HT1080 viability	HPDE-C7 viability	others
CC(=O)C1=C(C)NC(=O)NC1c1ccccc1 (stereo not drawn)	-0.5%	/	i	3.9%	-24.4%	5.0	8.0	4.0%	-12.9%
O=C(Nc1nnc(C2CC2)s1)c1cccc(S(=O)(=O)N2CCc3ccccc32)c1	-16.4%	/	i	14.4%	18.1%	19.0	4.0	-5.5%	5.8%
O=C(Nc1ccccc1)N1C(=O)C2(OCCO2)c2ccccc21	0.4%	2.2%	i	5.7%	-4.9%	13.0	11.0	8.2%	-19.3%	Spn PMK inh pilot replicates=1.0;Spn MK inh pilot replicates=0.0;Spn DPM-DC inh pilot screen %=3.5
Cc1c(C(=O)O)oc2c1ccc1ccccc12	-2.5%	11.7%	i	4.2%	7.3%	15.0	3.0	2.3%	16.3%
Cc1cc(=O)n2nc(N3CCCC(C(=O)NCCC4=CCCCC4)C3)sc2n1 (stereo not drawn)	-0.8%	-10.2%	i	13.4%	-4.4%	16.0	0.0	-1.3%	-6.4%
Cn1ncc(C#N)c1/N=C/N(Cc1ccccc1)Cc1ccccc1	-9.1%	-3.1%	i	12.9%	/	4.0	5.0	0.1%	/
O=C(CCN1CCN(CCC(=O)c2ccccc2)CC1)c1ccccc1	-1.1%	9.6%	i	9.4%	-9.4%	11.0	5.0	-0.9%	-22.9%
C=CCSC1=C(C#N)C(c2ccccc2Cl)CC(=O)N1 (stereo not drawn)	2.1%	13.6%	i	5.1%	-18.9%	1.0	5.0	3.2%	-33.8%	Spn PMK inh pilot replicates=3.0;Spn MK inh pilot replicates=0.0;Spn DPM-DC inh pilot screen %=8.0
Cn1c(=O)c2c(nc(Sc3n[nH]c(N)n3)n2Cc2ccccc2Cl)n(C)c1=O	-9.1%	19.1%	i	-1.6%	-12.4%	13.0	0.0	-5.3%	-6.5%
CN(C(=O)C1CCOC1)c1nnc(-c2ccncc2)s1 (stereo not drawn)	-1.7%	6.0%	i	20.2%	8.0%	0.0	14.0	-1.2%	-7.3%
Cc1cc2cc(CNC(=O)c3cc4ccccc4o3)ccc2n1C	1.3%	-2.2%	i	19.8%	7.2%	9.0	1.0	-2.5%	22.9%
CC(C(=O)N1CCc2ccccc21)N1CCc2ccccc2C1 (stereo not drawn)	3.8%	9.7%	i	6.8%	-24.6%	15.0	0.0	7.3%	-23.6%	Spn PMK inh pilot replicates=0.0;Spn MK inh pilot replicates=0.0;Spn DPM-DC inh pilot screen %=0.0
CCOC(=O)c1c(NC(=O)CCC(=O)NCc2ccco2)sc2c1CCCC2	-3.5%	6.0%	i	8.4%	1.3%	8.0	1.0	0.5%	1.4%
COc1ccc(S(=O)(=O)N(CC(=O)NCc2ccco2)C2CCCCC2)cc1OC	-2.0%	16.0%	i	9.1%	7.4%	0.0	2.0	-9.2%	5.7%
COc1cc2c(C(=O)N3CCCc4ccccc43)cn(C)c(=O)c2cc1OC	10.5%	7.5%	i	-5.0%	2.0%	0.0	15.0	0.5%	-2.5%
Cc1nn(-c2ccccc2)c(CC(C)(C)C(=O)O)c1C(=O)O	2.3%	6.1%	i	9.8%	1.7%	3.0	6.0	-5.0%	-10.5%
CC(=O)Oc1ccc(NC(=O)C2CCCCC2)c(C(=O)O)c1	-3.3%	/	i	16.1%	-14.9%	7.0	10.0	7.5%	-4.0%
N#C/C(C(=O)c1ccccc1)=C1/CCCCCN1	4.1%	4.5%	i	7.8%	/	16.0	5.0	11.3%	/
CCOC(=O)Cc1nnn(CC(=O)OCC)n1	3.5%	3.9%	i	8.4%	-5.4%	0.0	5.0	-5.7%	0.4%
Cc1cc2c(c(=O)n1CC1CCCO1)C(c1ccco1)C(C#N)=C(N)O2 (stereo not drawn)	7.1%	13.7%	i	7.3%	-1.4%	14.0	6.0	1.8%	7.7%
COc1cc(C)c(Cl)cc1S(=O)(=O)N(C)C	0.9%	10.3%	i	7.8%	-1.0%	6.0	13.0	10.0%	0.5%
CC1CN(S(=O)(=O)c2cccc(C(=O)OCC(=O)Nc3ccc4c(c3)OCO4)c2)CC(C)O1 (stereo not drawn)	3.2%	6.8%	i	8.6%	3.5%	21.0	0.0	2.2%	3.9%
COc1ccc(C2(CN(C(C)=O)C(C)=O)CCCC2)cc1OC	7.1%	-5.7%	i	11.6%	1.5%	6.0	0.0	-2.5%	-7.8%	Spn PMK inh pilot replicates=1.5;Spn MK inh pilot replicates=0.0;Spn DPM-DC inh pilot screen %=0.0
CCOC(=O)c1sc(N(Cc2ccccc2)C(=O)CN2C(=O)CN(C)C2=O)nc1C	-12.1%	/	i	6.7%	/	20.0	0.0	-8.7%	/
O=C(O)CSc1c2c(nc3cc(C(=O)N4CCOCC4)ccc13)CCCC2	6.4%	5.3%	i	3.2%	4.3%	13.0	0.0	0.9%	-8.5%
CC(C)Cn1c(Br)nc2c1c(=O)n(CCC#N)c(=O)n2C	1.5%	-1.4%	i	7.9%	-5.5%	8.0	7.0	4.5%	-13.6%
COc1cc(N=Cc2c(O)[nH]c3ccccc23)cc(OC)c1OC	3.9%	/	i	15.7%	22.0%	4.0	2.0	27.8%	20.5%
O=C(CN(Cc1ccccc1)S(=O)(=O)c1ccccc1)NC1CC1	-13.5%	6.7%	i	4.5%	-6.1%	0.0	3.0	2.5%	-0.4%
CCCc1cc(Nc2cccc(OC)c2)n2ncnc2n1	-0.5%	-4.9%	i	4.0%	3.9%	6.0	7.0	4.4%	-11.9%	Spn PMK inh pilot replicates=9.0;Spn MK inh pilot replicates=3.0;Spn DPM-DC inh pilot screen %=0.5
CCOc1ncccc1C(=O)OCC(=O)Nc1cc(C(=O)OC)ccc1C(=O)OC	0.5%	-5.4%	i	6.7%	-2.1%	13.0	6.0	-0.9%	-13.7%
CCNc1ccc(C(=O)OCC)cc1NC(=O)c1cccc(S(=O)(=O)N2CCOCC2)c1	-3.9%	-7.7%	i	9.7%	-8.0%	8.0	3.0	2.3%	1.8%
CCOC(=O)N1CCN(S(=O)(=O)c2ccc(OC)c(Cl)c2)CC1	1.0%	4.9%	i	8.8%	-8.4%	7.0	11.0	-4.4%	-0.2%
O=C1CN(c2nc3ccccc3n3cnnc23)CC(=O)N1CCc1ccccc1	0.7%	-8.3%	i	11.0%	7.5%	17.0	7.0	-1.1%	3.1%	Spn PMK inh pilot replicates=1.5;Spn MK inh pilot replicates=0.5;Spn DPM-DC inh pilot screen %=7.0
COc1ccccc1N(C(C)=O)C1SC(=O)N(c2ccccc2)C1=O (stereo not drawn)	-2.3%	/	i	8.1%	6.3%	16.0	10.0	-10.2%	1.6%
COc1cccc(NC(=O)c2ccc3c(c2)N(CC(=O)N2CCCCC2)C(=O)C(C)(C)O3)c1	2.0%	0.8%	i	1.3%	-0.8%	15.0	0.0	1.0%	3.4%
C=CCn1c(Cc2cccs2)nnc1SCC(=O)c1cccc(Br)c1	-7.3%	-13.0%	i	10.5%	-46.8%	0.0	6.0	-6.4%	-61.2%
CC(C)CC(=O)N1CCN(C(=O)CCC2CCCC2)CC1	-2.7%	4.6%	i	15.1%	-6.3%	0.0	8.0	-0.6%	-16.5%

Screening data as filed in PubChem BioAssay.
